Rac1 wt GTP bind: wildtype Rac1 GTP binding modulators, primary screen, biochemical, GST-Rac1 beads, flow cytometry, multiplex | Ras-related C3 botulinum toxin substrate 1 (Homo sapiens), P63000 | fluorescent GTP binding; actives lie on both sides; 0 = cold GTP competed, 100 = untreated | GTP binding activity (% of control), % at 10 µM | hit rate 0.27% among 190,000 | AID 757, 2007;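 active = GTP binding activity at least 20 points away from the 100% control level, either lower or higher; inconclusive = compound flagged as likely green fluorescent, judged across all proteins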
Bim-Mcl-1: inhibitors of Bim peptide binding to Mcl-1, primary screen, biochemical, bead-based flow cytometry, multiplex; Induced myeloid leukemia cell differentiation protein Mcl-1 (Homo sapiens), Q07820; hit rate 0.1% among 190,000; Bim peptide-Mcl-1 binding; inhibition, % at 10 µM; AID 1009, 2008; in the data active = inhibition above about 40%;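 note: 0% = no compound tracer wells and 100% = peptide blocker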
Mcl1 Noxa PPI: Mcl-1/Noxa binding inhibitors, primary screen, biochemical, TR-FRET, 1536-well | Induced myeloid leukemia cell differentiation protein Mcl-1 (Homo sapiens), Q07820 | inhibition, % at 21.7 µM | hit rate 1.5% among 220,000 | TR-FRET Mcl-1/Noxa peptide binding, 2 h;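 active = compounds that cut the protein-peptide binding signal by more than 50% relative to plate controls in a single-dose test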;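 note: His-tagged Mcl-1 with rhodamine Noxa BH3 peptide and terbium anti-His antibody; 0% = Mcl-1 plus Noxa peptide wells and 100% = peptide-only wells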
Pf gametocyte: late stage P. falciparum gametocyte viability inhibitors, primary screen, ATP luminescence, HTS. P. falciparum stage V gametocytes, 24 h. inhibition, % at 10.9 µM. hit rate 0.065% among 150,000. AID 743093, 2013;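 active = inhibition above the mean plus 3 SD of compounds within the control limits, set per campaign, cut at about 38% in these data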;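 note: 0% = DMSO wells and 100% = medium only without gametocytes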
RGS8-Gao reg: RGS8-Galphao binding modulators, primary screen, biochemical, multiplexed bead flow cytometry; actives lie on both sides; AID 1423, 2008; hit rate 0.34% among 220,000; response (percent of control binding), % at 10 µM; Guanine nucleotide-binding protein G(o) subunit alpha (Homo sapiens), P09471; in the data active = response below about 60% or above about 140%; inactive = in between;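 note: Galphao activated as the GDP aluminium fluoride complex binding bead-coupled RGS8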
Target sequence (P09471 whole entry, looked up): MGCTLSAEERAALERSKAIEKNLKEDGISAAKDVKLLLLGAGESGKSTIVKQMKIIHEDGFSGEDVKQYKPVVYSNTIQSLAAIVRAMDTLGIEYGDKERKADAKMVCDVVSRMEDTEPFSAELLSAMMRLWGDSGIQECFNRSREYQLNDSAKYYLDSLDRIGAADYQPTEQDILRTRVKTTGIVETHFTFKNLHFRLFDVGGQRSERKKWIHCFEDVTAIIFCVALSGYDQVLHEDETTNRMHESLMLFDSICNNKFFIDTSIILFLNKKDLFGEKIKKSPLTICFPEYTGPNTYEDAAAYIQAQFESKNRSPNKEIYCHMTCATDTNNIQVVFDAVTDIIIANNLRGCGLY
Rab2 wt GTP: modulators of GTP binding to Rab2A wildtype, primary screen, biochemical, dog, bead-based flow cytometry, multiplex. Ras-related protein Rab-2A (Canis lupus familiaris), P61105. GST-Rab2 wt beads, Bodipy-GTP binding. GTP binding activity, % at 10 µM. hit rate 0.19% among 190,000. AID 760, 2007;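 active = GTP binding activity at least 20 points away from 100%, either lowered or raised; inconclusive = signal likely due to the compound's own green fluorescence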;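 note: 0% = beads with excess unlabeled GTP and 100% = no-compound control corrected for plate trend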
Cdc42 wt GTP: modulators of GTP binding to wildtype Cdc42, primary screen, biochemical, multiplex bead flow cytometry, Bodipy-GTP | GST-Cdc42 beads; actives lie on both sides | percent activity (GTP binding), % at 10 µM | hit rate 0.2% among 190,000 | AID 761, 2007;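 active = percent activity GTP binding at least 20 points away from the 100% baseline, either down as inhibitor or up as activator; inconclusive = compound flagged as likely green fluorescent from well-wide comparison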;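 note: median bead fluorescence of bound Bodipy-FL-GTP at 100 nM; 0% = excess unlabeled GTP control and 100% = no compound control; below 100% means less GTP binding so inhibitor and above means activator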
Target sequence (P60953 whole entry, looked up): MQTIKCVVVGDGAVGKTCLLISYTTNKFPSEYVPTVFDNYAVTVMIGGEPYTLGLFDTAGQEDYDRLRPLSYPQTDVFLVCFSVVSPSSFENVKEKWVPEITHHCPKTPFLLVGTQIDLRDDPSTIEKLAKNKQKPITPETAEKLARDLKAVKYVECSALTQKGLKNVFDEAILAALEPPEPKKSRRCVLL
Mcl1-Bid inh: Mcl-1/Bid binding inhibitors, primary screen, biochemical, TR-FRET, 1536-well; hit rate 0.97% among 220,000; inhibition, % at 21.7 µM; TR-FRET Mcl-1/Bid-Dy647 peptide binding;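 active = compounds that cut the binding signal by more than half at the single screening dose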;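 note: His-tagged Mcl-1 with europium anti-His antibody binding Bid BH3 peptide; 0% = Mcl-1 plus peptide wells and 100% = peptide-only wells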
HRas wt GTP bind: modulators of GTP binding to HRas wildtype, primary screen, biochemical, bead-based flow cytometry, multiplex | GTPase HRas (Homo sapiens), P01112 | GST-Ras wt beads, Bodipy-FL-GTP binding; actives lie on both sides | GTP binding activity, % at 10 µM | hit rate 0.14% among 190,000;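 active = GTP binding activity at least 20% away from the 100% baseline, either lowered as inhibitor or raised as activator; inconclusive = flagged as likely green fluorescent, judged across all proteins in the well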;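 note: 0% = unlabeled GTP competition control and 100% = no-compound control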
Target sequence (P01112 whole entry, looked up): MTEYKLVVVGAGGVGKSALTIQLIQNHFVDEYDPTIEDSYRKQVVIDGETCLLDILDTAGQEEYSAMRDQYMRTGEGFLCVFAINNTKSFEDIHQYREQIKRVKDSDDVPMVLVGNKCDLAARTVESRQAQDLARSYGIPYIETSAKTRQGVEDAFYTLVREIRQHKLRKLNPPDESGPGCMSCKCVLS
Rac1 mut GTP: GTP binding modulators of activated mutant Rac1, primary screen, biochemical, bead-based flow cytometry, multiplex, fluorescent GTP. hit rate 0.11% among 190,000. GST-Rac1 activated beads; actives lie on both sides; 100% means binding = to untreated wells. percent activity (GTP binding), % at 10 µM. AID 764, 2007;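 active = GTP binding at least 20 percentage points away from the 100% baseline, in either direction, so actives lie on both sides; inconclusive = Compound likely fluorescent itself, or too few beads counted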
Rab7 wt modul: modulators of GTP binding to Rab7, primary screen, biochemical, wildtype, multiplex bead flow cytometry. AID 758, 2007. GST-Rab7 beads, fluorescent GTP binding; actives lie on both sides; untreated = 100%, excess cold GTP = 0%. Rab7 GTPase wild type (dog), Bodipy-FL-GTP binding. hit rate 0.055% among 190,000. GTP binding activity (percent of control), % at 10 µM;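 active = fluorescent GTP binding to Rab7 beads changed by at least 20 points from the 100% baseline, either direction, mostly lower; inconclusive = compound itself probably fluorescent, or too few beads counted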;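 note: median green fluorescence of bound Bodipy-FL-GTP per Rab7 bead population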
* = called active by the depositor; ? = inconclusive; . = not tested or not shown.

structure	Rac1 wt GTP bind	Bim-Mcl-1	Mcl1 Noxa PPI	Pf gametocyte	RGS8-Gao reg	Rab2 wt GTP	Cdc42 wt GTP	Mcl1-Bid inh	HRas wt GTP bind	Rac1 mut GTP	Rab7 wt modul
O=C1NC(=O)C(=C2CCCCCC2)S1	104	-4	4	0	100	96	102	0	98	98	94
Cc1cc(C(=O)COC(=O)c2ccc(CO)cc2)c(C)n1CC1COc2ccccc2O1 (stereo not given)	102	-1	5	-29	102	99	98	-38	100	100	97
CCc1cc(CNC(=O)CC2C(=O)NCCN2CC2CCCCC2)on1 (stereo not given)	101	0	0	-4	100	98	97	-7	97	96	97
CCOC(=O)C1CCCN(c2ncnc3c2cnn3-c2ccc(Cl)cc2)C1 (stereo not given)	99	-1	5	-5	105	97	98	-11	99	96	100
Oc1c(Br)cc(Br)cc1C=NCc1ccc(F)cc1	91	-4	17	5	99	93	93	-15	95	91	95
CCc1nc(C)cn1S(=O)(=O)c1cc(Br)ccc1OC	98	-1	15	.	100	96	98	-11	98	94	95
O=C(OCc1ccc([N+](=O)[O-])cc1)C1CCN(S(=O)(=O)c2ccccc2)CC1	103	-5	21	.	102	100	100	-16	100	101	99
CCN(CC(=O)Nc1cc(Cl)ccc1C)C(=O)COc1ccccc1F	95	2	-10	13	100	96	92	-14	93	93	96
CN(C)c1ccc(-c2noc(C3CCN(S(=O)(=O)c4cccc(C(=O)O)c4)CC3)n2)cc1	87	-4	12	-11	100	87	90	1	91	86	90
COc1ccc(CNC(=O)C2CC=CCC2C(=O)O)cc1OC (stereo not given)	94	-3	-15	-16	95	93	94	-16	96	96	91
CC(C)Cc1nc2sc3c(=O)[nH]cnc3c2c2c1CCC2	98	-20	1	-7	98	92	99	-19	95	98	96
COc1ccc(/C=C/C(=O)Nc2cc(C(F)(F)F)ccc2Cl)cc1OC	103	-18	27	-6	101	101	103	-1	101	98	99
CSc1nc(N2CCOCC2)cc(N2CCOCC2)n1	98	-4	-5	2	107	100	99	-30	99	98	108
Cc1ccc(-c2csc(C(C#N)=C3CCCC3)n2)cc1	98	-1	4	.	98	98	98	-6	98	97	98
CCOC(=O)C1C(=O)NC(c2ccccc2)=NC1c1ccc(C(C)C)cc1 (stereo not given)	96	-2	1	-27	102	93	97	-2	96	95	94
CCOC(=O)N1CCC(NC(=O)c2cccnc2SC)CC1	91	0	1	.	.	90	92	4	93	92	98
CC(=O)Nc1cccc(-c2nnc3c4ccccc4c(C)nn23)c1	89	0	-1	.	103	91	89	-4	92	93	102
Cc1ccc2nc(C(=O)N3CCc4c([nH]c5ccccc45)C3c3ccccn3)cn2c1 (stereo not given)	97	-4	12	-5	100	95	98	-26	97	96	95
CCNC(=O)NC(=O)C(C)OC(=O)CCS(=O)(=O)c1ccc(C)cc1 (stereo not given)	100	2	14	-11	110	100	98	-11	100	98	106
c1ccc(-c2csc3ncn4cnnc4c23)cc1	103	0	7	1	101	100	102	-16	102	100	100
CCOC(=O)CNC(=O)CSc1nnnn1-c1cc(C)ccc1C	104	-2	-8	.	109	102	103	3	100	100	100
Cc1ccc(NC(=O)CSc2nnc(N)s2)c([N+](=O)[O-])c1	98	1	13	2	93	97	99	-7	97	97	96
N#CCCn1cc(C(=O)Nc2ccc([N+](=O)[O-])cc2)c(-c2cccs2)n1	103	-4	12	11	101	101	102	11	102	100	101
COc1ccc(COC(=O)NNC(=O)c2ccccc2Cl)cc1	104	47*	-25	.	103	95	101	-8	99	98	96
COc1ccc(C(=O)N(c2ccc(OC)cc2)S(=O)(=O)c2cccs2)cc1	106	0	12	-1	82	103	101	0	103	100	97

(next part)
structure	Rac1 wt GTP bind	Bim-Mcl-1	Mcl1 Noxa PPI	Pf gametocyte	RGS8-Gao reg	Rab2 wt GTP	Cdc42 wt GTP	Mcl1-Bid inh	HRas wt GTP bind	Rac1 mut GTP	Rab7 wt modul
COc1cccc(CNn2cnnc2)c1O	101	-3	-2	-1	97	101	100	-10	100	97	104
c1ccc(-c2noc(-c3cccnc3)n2)nc1	93	0	-17	.	107	95	97	-17	96	95	92
Cc1nc(CNS(=O)(=O)c2ccc3c(c2)CCCC3)cs1	102	-3	-14	.	101	104	99	-6	99	99	95
CCOC(=O)c1sc(NC(=O)CSc2nc3c(c(=O)n2-c2ccc(C)cc2)SCC3)c(C(=O)OCC)c1C	104	-6	-17	.	101	103	98	-2	101	99	98
COC(=O)c1ccc(NC(=O)CCN2CCN(Cc3ccccc3)CC2)cc1	105	-4	19	.	100	101	105	3	104	99	102
COC(=O)c1ccc(C(=O)Nc2ccc3nc(-c4cccnc4)[nH]c3c2)cc1	101	-2	18	5	102	99	102	-21	101	97	97
Cc1cccc(-c2nc(CSCC(=O)NCc3cccs3)c(C)o2)c1	99	-6	-3	7	102	99	101	-21	99	97	100
O=c1cc(CN2CCN(S(=O)(=O)/C=C/c3ccccc3)CC2)c2ccc(O)cc2o1	98	-5	58*	16	100	94	94	-17	97	96	95
CCO[C@@H]1OC(C(=O)N2CCOCC2)=C[C@H](c2ccc(Br)cc2)[C@H]1CCCO	98	1	-17	.	103	97	98	1	98	95	96
CCCNc1c(NC(C)=O)c(=O)oc2ccccc12	104	-4	-8	6	103	101	101	-11	101	102	97
COc1ccc(C)cc1C(=O)CCC(=O)NC1CCCCC1	93	-2	11	8	99	97	88	-7	94	94	101
CC(C)(C)OC(=O)N1CCC[C@H]1C(=O)NCC1CCC(C(=O)O)CC1 (stereo not given in full)	103	-3	24	-8	98	101	100	-18	99	97	100
COCCN(C(=O)C(C)C)c1nnc(-c2ccc(C)cc2)s1	104	-1	4	21	96	102	104	-20	104	101	101
O=S(=O)(c1cccs1)n1nnc2ccccc21	101	0	0	.	101	99	99	-2	97	98	98
CN(C)c1ccc(/C=C/C(=O)c2ccc3c(c2)OCCO3)cc1[N+](=O)[O-]	?	-4	9	7	100	?	?	-12	?	?	?
CCOC(=O)c1c(C)c(C(=O)N2CCN(c3ccc(F)cc3)CC2)c(C)n1C	98	0	-3	6	104	95	94	-13	97	94	94
O=S(=O)(CCSc1nc2ccccc2s1)c1nc2ccccc2s1	99	-6	7	.	99	100	100	-23	97	98	97
Cc1nn(CCc2n[nH]c(=S)n2C2CCCCC2)c(C)c1Br	98	-4	2	.	93	99	99	-55	100	97	98
O=C(O)CC1(CC(=O)N2CCN(CCO)CC2)CCCC1	97	-1	8	.	102	100	100	-2	98	94	107
CCc1sc(N(C(=O)Cc2ccccc2)c2ccccc2)nc1-c1ccccc1	100	2	-23	.	98	99	101	-21	100	98	97
COC(=O)c1sccc1-n1cccc1C(=O)N1CCOCC1	98	-2	-12	2	100	96	98	-26	97	97	94
CCC(=O)N1CCN=C1SCc1ccccc1Cl	106	-4	-12	.	100	101	104	-2	100	100	101
CCC(=O)Oc1oc(-c2ccccc2)nc1C=Nc1ccccc1OC	103	-2	7	.	99	98	101	-6	99	98	104
COc1ccc(OC)c2c(N)c(C#N)c(C(F)(F)C(F)(F)F)nc12	97	-3	-7	.	98	96	99	-1	99	98	95
Nc1nnc(COc2ccc(Br)cc2Br)s1	98	4	-14	.	95	96	98	-10	98	94	97

(cont.)
structure	Rac1 wt GTP bind	Bim-Mcl-1	Mcl1 Noxa PPI	Pf gametocyte	RGS8-Gao reg	Rab2 wt GTP	Cdc42 wt GTP	Mcl1-Bid inh	HRas wt GTP bind	Rac1 mut GTP	Rab7 wt modul
CC(C)C(=O)Nc1ccc(C(=O)NNC(=O)c2cccs2)cc1	106	-6	2	-3	94	101	102	-6	104	100	100
COc1cccc(C2C(C(=O)c3cccs3)=C(O)C(=O)N2CCN(C)C)c1OC (stereo not given)	100	-3	4	.	102	99	99	-103	100	97	100
CCOc1cc(/C=N/NC(=O)CSc2nncn2C)ccc1OCc1ccccc1	104	0	6	7	110	101	103	27	103	99	102
c1ccc(OCCn2cnc3ccccc32)cc1	101	3	28	.	102	98	101	-9	101	98	100
Cc1cc(C)c2c(N)c(S(=O)c3ccc(C(C)(C)C)cc3)sc2n1 (stereo not given)	102	0	-14	.	93	97	97	-85	99	99	98
Cc1nn(C)cc1-c1cc(C(=O)O)c2ccccc2n1	100	0	30	-7	102	100	98	22	97	97	104
O=C(OCc1ccccc1)c1cccnc1Cl	96	-2	-2	-3	101	99	94	-3	98	93	106
Cc1ccc(C2C(C(=O)O)c3ccccc3C(=O)N2C)o1 (stereo not given)	107	-1	0	.	92	103	103	3	103	102	103
Clc1ccc(CNCCC2=CCCCC2)cc1	102	3	45	.	101	99	101	5	100	100	98
OC(CN1CCN(Cc2ccccc2)CC1)c1ccccc1 (stereo not given)	99	0	-9	-17	115	97	97	-17	97	97	96
Fc1ccc(CN2CCSCC2)cc1Br	100	-5	36	.	86	96	101	21	99	98	97
COc1ccc(C2=NOC(C(=O)Nc3ccc(C(C)=O)cc3)C2)cc1OC (stereo not given)	100	-1	10	.	98	101	101	-6	101	98	102
COc1ccccc1OCCNC(=O)c1cc(SC)ccc1Cl	105	-2	-2	-36	99	98	101	-8	102	99	100
Clc1ccc2c(c1)CNc1c(ncnc1N1CCOCC1)O2	98	-5	19	.	127	94	94	-26	96	98	97
N#C/C(=C/c1cn(CC(=O)O)c2ccccc12)C(=O)NCc1ccccc1	93	0	10	0	99	93	90	-2	94	91	102
CCN(CC)c1ccc(NC(=O)C2CCCN(S(=O)(=O)c3cccnc3)C2)c(C)c1 (stereo not given)	105	-4	24	.	100	98	99	-31	102	100	98
CC(=O)Nc1ccc(NC(=O)C/C(C)=N/NC(N)=S)cc1	98	4	20	2	103	95	94	-28	95	96	97
CCCc1cc(=O)[nH]c(NCc2ccc(Cl)cc2)n1	103	-1	1	-15	103	99	101	-6	100	99	101
O=C1C2CC=CCC2C(=O)N1Cc1ccccc1Cl (stereo not given)	99	2	5	-24	104	99	100	-23	99	98	100
